Assay outcomes deposited in PubChem by several laboratories.
NR2E3 ag-1 = activates human photoreceptor nuclear receptor NR2E3 | Q9Y5X4 | GST-NR2E3/biotin-RetCOR TR-FRET, 1536-well | inhibition of corepressor binding, % at 4.78 µM | hit rate 0.12% among 320,000 | AID 2300;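 active = percent inhibition above the cutoff of mean plus 3 SD of all tested compounds, set per screening campaign, cut at about 20% in these data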;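 note: 0% = DMSO wells and 100% = biotin wells as full block of FRET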
Target sequence (Q9Y5X4 whole entry, looked up): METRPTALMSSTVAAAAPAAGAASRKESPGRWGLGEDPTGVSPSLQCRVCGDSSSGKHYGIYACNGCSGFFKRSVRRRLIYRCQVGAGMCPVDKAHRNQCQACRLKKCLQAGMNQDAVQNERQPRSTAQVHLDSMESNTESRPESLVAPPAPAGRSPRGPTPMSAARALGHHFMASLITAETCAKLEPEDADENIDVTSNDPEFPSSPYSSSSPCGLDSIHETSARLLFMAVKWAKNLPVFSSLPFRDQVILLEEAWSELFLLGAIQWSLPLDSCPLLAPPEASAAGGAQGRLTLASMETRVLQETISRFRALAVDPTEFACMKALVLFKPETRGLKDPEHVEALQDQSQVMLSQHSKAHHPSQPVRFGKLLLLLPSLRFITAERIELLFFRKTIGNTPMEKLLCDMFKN
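Material: NR2E3–RetCOR corepressor complex / Amount: 1.35 nM GST-NR2E3 / Medium: Tris pH 7.5 / Compound: single nominal compound dose of 4.8 µM / Incubation: 5 h at 4 °C / Technique: TR-FRET, Eu(K)-anti-GST donor, streptavidin-D2 acceptor, ex 340, em 617/671 nm / Read-out basis: percent loss of FRET ratio relative to control wells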
CaV13 ICDI inh = Disruptors of the CACNA1D IQ motif to Ca2+-dependent inactivation inhibitor domain association, primary screening, Förster resonance energy transfer in intact living …; HEK cells, CFP/YFP FRET ICDI-IQ, plate reader, 10 min; percent FRET-ratio fall versus neutral wells; inhibition, % at 12.3 µM; hit rate 0.098% among 340,000;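 active = mean replicate inhibition of at least 30% and at least 1% of replicates passing that level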;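 note: 0% = median of the neutral control wells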
hiPSC survival = hiPSC single-cell survival enhancement; ATPlite luminescence; 100% = ROCK inhibitor wells, 0% = DMSO; survival enhancement, % at 20 µM; hit rate 0.044% among 360,000; in the data active = survival enhancement above about 18%;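 note: cells exposed to compounds for 16 hours before the ATP read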
NR2E3 ag-2 = activates human NR2E3 receptor; CHO-S Gal4-NCOR/VP16-NR2E3 two-hybrid, luciferase; inhibition of corepressor binding, % at 3.98 µM; hit rate 0.35% among 360,000; AID 602229;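 active = inhibition above the mean of all tested compounds plus 3 SD, cut at about 70% in these data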;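 note: 0% = DMSO with NR2E3 transfected cells and 100% = cells lacking NR2E3 construct; higher means lower luciferase signal from less NR2E3 corepressor binding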
TRPM1 prom inh = reduces MITF-dependent TRPM1 promoter luciferase signal. hit rate 0.83% among 330,000. inhibition, % at 12.5 µM. SK-MEL-5 TRPM1 promoter luciferase, 24 h;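 active = mean inhibition across replicates of 60% or more, whatever share of single replicates reaches that level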; note: values of inactives mirror those of a sister screen read the other way
PDI inh = inhibitors of human protein disulfide isomerase; P07237; PDI insulin aggregation turbidity, A650, 90 min; inhibition, % at 10 µM; hit rate 0.052% among 350,000; AID 588391;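 active = mean inhibition across replicates of 30% or more, whatever share of single replicates reach that level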;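 note: absorbance from insulin aggregation driven by PDI reduction with DTT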
Target sequence (P07237 whole entry, looked up): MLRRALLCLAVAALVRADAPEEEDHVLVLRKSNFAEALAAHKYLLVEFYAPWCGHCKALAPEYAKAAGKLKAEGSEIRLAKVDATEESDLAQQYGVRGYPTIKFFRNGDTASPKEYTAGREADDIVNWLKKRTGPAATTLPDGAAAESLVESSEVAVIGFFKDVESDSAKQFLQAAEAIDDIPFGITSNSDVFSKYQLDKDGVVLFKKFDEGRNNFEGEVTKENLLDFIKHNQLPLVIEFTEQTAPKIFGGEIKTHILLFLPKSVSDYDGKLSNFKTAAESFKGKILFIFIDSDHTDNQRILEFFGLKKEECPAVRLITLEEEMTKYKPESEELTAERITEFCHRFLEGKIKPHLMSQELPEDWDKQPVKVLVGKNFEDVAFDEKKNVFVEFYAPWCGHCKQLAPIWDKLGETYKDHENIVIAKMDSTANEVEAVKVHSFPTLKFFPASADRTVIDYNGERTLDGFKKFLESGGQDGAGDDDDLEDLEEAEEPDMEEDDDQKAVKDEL
m5-HT2A agonist = mouse HTR2A agonism via beta-arrestin recruitment. CHO-K1 mHTR2A beta-arrestin complementation, luminescence; percent of 30 µM serotonin response. activation, % at 7.6 µM. hit rate 0.66% among 360,000;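 active = activation above a run cutoff, the mean activation of all tested compounds plus 3 SD, cut at about 14% in these data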;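 note: 0% = plate median of compound wells and 100% = 30 µM serotonin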
Shn3 inh set2 = reduces Shn3 3'UTR luciferase signal in osteoblasts. Clone20 osteoblast Shn3 3'UTR firefly luciferase, 24 h. inhibition, % at 12.5 µM. hit rate 0.52% among 360,000. AID 588674;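 active = mean inhibition of at least 75% with every replicate also reaching 75%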;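 note: 0% = median of neutral control wells and 100% = pilot-screen positive control compound; some compounds past the cut are filed as inactive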
HIF-2a inh = HIF-2a inhibition. 786-0 RCC cells HIF-2a reporter, luciferase luminescence, overnight. inhibition, % at 18.8 µM. hit rate 0.72% among 360,000. AID 624352;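 active = inhibition of the luminescence signal of 40% or more relative to plate controls, in a single-dose primary screen at 18.75 µM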
Peg3 prom inh = inhibitors of Peg3 promoter; inhibition, % at 20 µM; HeLa PEG-Prom luciferase reporter, luminescence, overnight; hit rate 1.7% among 360,000;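 active = inhibition of at least 50% at 20 µM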
H9c2 protect = modulators protecting cardiomyocytes from myocardial damage | H9c2 cardiomyocytes, H2O2 injury protection, ATPLite, 2 h | protection from H2O2 cell death, % at 20 µM | hit rate 0.63% among 360,000;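 active = compounds giving at least 50% protection of heart cells from peroxide-induced death in the single-dose screen, raw or plate-pattern-corrected value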;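 note: 0% = DMSO wells with peroxide and 100% = DMSO wells without peroxide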
Starred values were filed as active, the others as inactive; . = not tested or not shown.

#	Structure	NR2E3 ag-1	CaV13 ICDI inh	hiPSC survival	NR2E3 ag-2	TRPM1 prom inh	PDI inh	m5-HT2A agonist	Shn3 inh set2	HIF-2a inh	Peg3 prom inh	H9c2 protect
1	O=C1NCC(c2ccccc2)C1C(=O)N/N=C\c1ccc(-c2ccc(Cl)c(Cl)c2)o1 (configuration not stated)	3.0	-5.2	12.7	8.2	5.4	-1.1	-3.2	2.7	-34.2	-9.9	-32.7
2	Cc1onc(-c2ccccc2)c1C(=O)OCC(=O)N1CCN(c2ccccc2)CC1	2.7	-4.2	-0.4	-6.4	-0.6	0.0	0.1	2.6	11.3	3.6	3.2
3	CC1(C)SC(=S)N(NC(=O)Nc2ccccc2)C1N(O)C(=O)Nc1ccccc1 (configuration not stated)	2.3	-5.5	-2.3	-17.2	0.5	-6.5	1.1	-20.5	0.4	13.8	-10.1
4	O=C(NCCc1ccccc1)/C(=C\c1ccc([N+](=O)[O-])cc1)NC(=O)c1ccccc1	-1.7	.	-1.6	-5.0	5.5	13.7	-4.1	4.4	22.8	23.5	16.6
5	Cc1ccccc1Cn1nnc(-c2cccc(C(=O)O)c2)n1	4.0	-5.6	-1.4	-129.9	4.8	2.8	4.4	-31.6	38.3	-47.4	8.1
6	Cc1ccc(CNC(=O)CN2CCN(Cc3ccc(Cl)cc3)C2=O)cc1	0.6	-1.6	-2.8	-1.2	11.3	-3.1	-4.6	19.0	15.2	16.1	-5.7
7	CC(Oc1ccc(Br)cc1)C(=O)Nc1nnc(C2CC2)s1 (configuration not stated)	-0.9	-1.7	-0.3	-5.6	8.9	3.7	2.6	12.8	14.6	22.4	-0.4
8	O=C(NCc1ccccc1Cl)c1csc([C@@H]2O[C@H](CO)[C@H](O)[C@H](O)[C@H]2O)n1	.	-5.7	2.4	14.8	.	-3.9	5.6	-33.3	14.6	1.8	0.7
9	COC(=O)c1ccc(-c2ccc(/C=N/N3C(=O)C4C5C=CC(C6CC56)C4C3=O)o2)cc1 (configuration not stated)	5.1	-6.9	0.4	-90.5	-3.9	20.7	-2.5	-22.7	-107.9	-42.3	25.5
10	CC(=O)Nc1cccc(C(=O)Nc2cc(C(F)(F)F)ccc2-n2cncn2)c1	.	-7.9	6.2	5.3	.	-2.4	3.3	-29.9	15.6	11.8	5.0
11	CO/N=C(\c1nonc1N)N1CCN(c2ccc(Cl)cc2[N+](=O)[O-])CC1	-1.5	-3.3	-2.6	-17.1	14.9	-1.0	-3.2	33.1	21.1	14.1	-13.2
12	C[C@H]1CN([C@@H](C)CO)S(=O)(=O)c2ccc(Br)cc2O[C@@H]1CN(C)C(=O)CCN1CCCCC1	.	-6.7	-1.4	-19.0	.	-3.9	7.3	3.9	4.8	-6.2	3.1
13	CC(=O)n1cc(C2C(=O)CCCC2=O)c2ccccc21	-3.6	-1.5	-1.4	-17.9	8.6	-7.2	2.4	-4.6	0.5	21.2	10.6
14	CC(=O)c1ccc(S(=O)(=O)N2CCN(CC(=O)NC(=O)NC3CCCCC3)CC2)cc1	2.5	-4.8	0.1	12.9	4.3	-11.0	0.1	8.5	-3.0	10.4	-2.1
15	CC(C)NC(=O)COc1coc(CN2CCN(c3ccccc3)CC2)cc1=O	-0.1	-2.7	0.1	9.7	1.5	1.6	1.2	-5.7	14.9	-6.1	2.3
16	COc1ccc(NC(=O)c2ccccc2NC(=O)NC2CCCCC2)cc1	-0.8	.	-3.7	-13.5	-34.0	4.9	-3.3	8.6	-80.6	-71.1	-6.0
17	COC(=O)c1ccc(Cn2c(C)c(C(=O)NCc3ccc([N+](=O)[O-])cc3)sc2=O)o1	.	-16.7	2.9	-15.0	.	-8.5	0.4	5.5	-1.2	5.3	2.3
18	O=C(Cn1sc2ccccc2c1=O)Nc1ccc(F)cc1	.	-4.9	-2.0	-4.7	.	-2.2	-1.1	13.2	9.7	10.0	-31.9
19	COc1cccc(-n2nc(-c3ccnn3-c3ccc(F)cc3)c(=O)n(C)c2=O)c1	-0.8	.	-2.2	2.6	-8.5	6.2	-0.7	-8.2	21.4	10.6	7.0
20	Cn1c(C(=O)NC2CCCCCC2)cc2c(=O)n(C)c3ccccc3c21	4.6	6.9	-0.7	-11.4	-10.8	.	2.7	22.3	-12.5	5.1	40.5
21	C=CCNC(=O)C1CCN(c2ccc(S(=O)(=O)N3CCOCC3)cc2[N+](=O)[O-])CC1	-1.3	1.0	1.0	-15.3	2.6	-1.5	4.8	1.8	16.6	5.6	0.9
22	O=C(CCl)Nc1cccn2ncnc12	1.3	-5.7	2.4	22.7	4.8	1.2	4.2	6.6	9.2	30.4	0.5
23	CCCCN(C(=O)C1CC(=O)N(c2ccc3c(c2)OCCO3)C1)c1c(N)n(CCCC)c(=O)[nH]c1=O (configuration not stated)	-2.9	-5.5	0.2	-0.7	3.5	-7.0	-5.7	14.7	12.0	4.2	-1.2
24	CCc1nc2ccc(C(=O)NCCCN3CCCC3=O)cn2c1N(C)CCC(C)C	.	-7.1	0.0	-2.2	.	-6.7	-6.4	7.1	-6.1	-0.5	-0.1
25	CCOc1ccc(OCCC(=O)OCC(=O)Nc2ccc(C)c(S(=O)(=O)N3CCCCC3)c2)cc1	-2.1	-2.4	0.0	5.2	0.7	0.1	6.3	-20.1	12.9	19.2	-8.2
26	COc1ccc(CCNC(=O)CN(C)S(=O)(=O)c2cccs2)cc1OC	2.3	0.5	-0.5	-27.4	-1.3	-0.7	3.4	9.5	10.4	0.7	13.5
27	O=c1[nH]c2ccccc2c(O)c1SCCO	0.8	-2.4	-2.3	13.3	2.8	18.1	3.5	-14.1	15.6	1.0	2.7
28	O=C(NC(=S)N1CCN(Cc2ccccc2)CC1)c1cccnc1	-0.2	-4.7	3.5	-16.3	-2.9	-0.7	-2.9	-5.4	8.4	11.3	11.5
29	Cc1ccccc1-c1nc(CN2CCN(C(=O)c3ccco3)CC2)c(C)o1	3.6	-7.0	1.0	5.3	-3.2	11.0	9.5	2.2	6.6	12.4	-1.4
30	Cc1ccc(-c2nc3cccnc3o2)cc1NC(=O)COc1ccc(Cl)cc1C	3.7	-5.0	-0.1	-2.5	6.0	-16.9	-0.5	-1.6	9.1	35.4	27.0
31	NS(=O)(=O)c1ccc(NC(=O)c2ccc3c(c2)OCO3)cc1	-2.8	0.3	0.4	-31.4	4.9	-7.3	7.5	-17.4	-47.8	-33.0	-5.1
32	COc1ccc(C2CC(c3ccccc3)=NN2C(=O)COC(=O)C2(C)CC2(Cl)Cl)cc1 (configuration not stated)	-4.2	-5.3	2.1	-23.0	-1.4	-4.2	0.7	14.7	11.2	25.8	-10.2
33	Cc1nn(C)cc1CNC(=O)c1cnn2c(C(F)F)cc(C3CC3)nc12	1.7	-5.0	-0.2	-26.5	-7.5	-5.1	-1.5	11.0	28.2	21.3	-5.8
34	CN(C)CCCNc1c2c(nc3ccccc13)CCC2	1.4	-19.7	0.2	-38.8	-12.7	-2.9	2.0	-0.8	15.0	-10.0	7.0
35	Cc1cn(CC(=O)NCCN2CCOCC2)c(=O)[nH]c1=O	.	-5.4	-0.3	-19.5	-6.9	-3.6	-2.2	-17.5	8.5	-7.9	8.0
36	Cc1ccc(-c2cc(=O)c3ccccc3[nH]2)cc1	2.5	-9.7	-3.3	-49.4	2.1	-1.4	5.0	-11.5	-168.3	-92.5	24.9
37	O=C(ON=C1CCSCC1)c1ccccc1	-1.3	.	1.1	-2.8	-1.1	5.9	11.4	-50.8	13.2	4.1	3.3
38	Cc1ccc(NC(=O)/C=C/c2cccc([N+](=O)[O-])c2)nc1	-5.5	-0.5	-1.2	-21.5	-6.4	1.2	4.4	-21.2	-42.4	-6.7	-1.9
39	CC(C)c1ccc(CNc2nc(NCC3CC3)nc3ccsc23)cc1	.	-6.1	-0.9	64.0	.	11.2	-14.9	73.5	12.3	53.9*	-15.2
40	COc1ccc(C(=O)Nc2cccc3cccnc23)cc1OC	4.6	-7.7	-1.8	-15.8	-53.3	12.3	-1.0	-16.8	-203.3	-89.6	25.0
41	CCCCc1n[nH]c2c1/C(=N/O)CC(c1ccccc1)C2 (configuration not stated)	3.3	-3.3	2.3	9.2	-22.3	-6.8	-1.0	-8.6	-56.3	-26.9	2.8
42	Cc1cccc(NCC(=O)NNC(=S)Nc2ccccc2)c1	-1.6	7.9	-0.1	3.0	-5.6	-7.8	-1.6	-21.1	-49.0	-19.2	-6.5
43	CCCSCCCNC(=O)Cn1cc2c(n1)CCCCC2	5.2	-2.4	1.4	-5.5	2.0	.	-2.0	-20.4	1.1	0.8	-3.1
44	Oc1ccc(/C=N/Nc2cc(N3CCCC3)nc(N3CCCC3)n2)cc1O	2.5	-18.4	0.8	-26.5	19.5	-7.4	2.9	-1.6	16.7	-11.3	33.4
45	Cc1cc(C(=O)OCC(=O)Nc2cc(S(=O)(=O)N(C)C)ccc2Cl)c2ccccc2n1	-2.8	5.4	-0.3	-1.5	-3.8	-1.6	7.4	7.4	16.8	-5.1	8.4
46	Cc1cc(NC(=O)CSc2nnc(Nc3ccccc3C)s2)no1	0.2	-7.2	0.0	0.1	1.2	-0.5	-2.4	-6.8	14.2	2.2	-12.2
47	Cc1cnn(Cc2ccccc2)c1N	3.1	-8.2	-1.6	19.5	25.0	-5.1	4.4	-17.5	3.2	18.4	3.9
